CFTR F508del cor = F508del CFTR correction, initial screen, CFBE line, single point; CFBE cells, YFP halide quenching; stimulated with forskolin plus potentiator P3; % fluorescence drop versus neutral controls; activity (quench increase), % at 7.58 µM; 350,000 tested, 0.36% active; AID 720511, 2013;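 active = mean added fluorescence quench of at least 8% versus neutral control, with both replicates also reaching 8%; inconclusive = only one of the mean or replicate conditions met; inactive = mean below 8% and not both replicates reaching 8%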;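 note: cells transiently co-express mutant CFTR-F508del with the halide-sensitive YFP; corrector assay measuring rescue of mutant channel to the surface after 24 h compound exposure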
GSIS activator = GLuc luminescence reporter in INS-1E cells, primary screen for activators of glucose-dependent secretion of insulin | 370,000 tested, 0.61% active | INS-1E GLuc reporter insulin secretion, 2-3 h | activation, % at 16.6 µM | AID 743287, 2014;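 active = lowest replicate activation of at least 40%, so every replicate reaches that level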;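 note: 0% = median of neutral control wells and 100% = median of IBMX positive control wells; some compounds called inactive have numbers as strong as hits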
RAD52 anneal inh = RAD52 DNA annealing inhibitors, primary screen, biochemical, FRET, single point, set 2. DNA repair protein RAD52 homolog (Homo sapiens), P43351. recombinant RAD52 DNA annealing, FRET fluorescence. inhibition, % at 18.7 µM. 360,000 tested, 0.46% active. AID 651710, 2012;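 active = every replicate showing at least 50% inhibition; inconclusive = mean inhibition at least 50% but not in every replicate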
RAD54 branch = inhibitors of human RAD54 branch migration, primary screen, biochemical, fluorescence, single point. RAD54 Holliday junction branch migration, FAM/BHQ fluorescence. 360,000 tested, 0.14% active. AID 602329, 2012. inhibition, % at 10.4 µM;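 active = mean normalized replicate activity at least 40 and at least half of replicates scoring 40 or more; inconclusive = only one of the two criteria met; inactive = mean below 40 and under half of replicates reaching 40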;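 note: 0% = median of neutral control wells and 100% = median of positive control wells; inhibitors cause a drop in the FAM fluorescence signal; in these data hits start at about 50%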
DENV2 CPE = inhibitors of DENV2 cytopathic effect, primary screen, cell-based, plate reader, single concentration | AID 651640, 2012 | DENV2-infected cells, cytopathic effect rescue | 350,000 tested, 1.7% active | CPE inhibition, % at 9.99 µM; in the data active = CPE inhibition above about 20%, passing the limit was not always enough; inconclusive = no clear call, values can overlap the other calls; tested in BHK-21 cells;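 note: 0% = median of neutral control wells and 100% = median of positive control wells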
E-sel inducer = E-selectin induction in HUVECs, primary screen, imaging, HUVEC, immunofluorescence imaging, single point; normalized: neutral wells 0, TNF-alpha wells 100; 260,000 tested, 0.37% active; activation, % at 7.58 µM;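 active = mean E-selectin-positive cell signal at least 10% of the positive control, reached in at least 60% of replicates, without over 20% cell loss; inconclusive = no rule given, readout overlaps actives, possibly toxicity-flagged; inactive = the rest, including those meeting only one limit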;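 note: in these data hits start at about 27%; measured in HUVEC primary endothelial cells; signal is the percent of cells scored E-selectin positive by PE staining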
Target sequence (P16581 whole entry, looked up): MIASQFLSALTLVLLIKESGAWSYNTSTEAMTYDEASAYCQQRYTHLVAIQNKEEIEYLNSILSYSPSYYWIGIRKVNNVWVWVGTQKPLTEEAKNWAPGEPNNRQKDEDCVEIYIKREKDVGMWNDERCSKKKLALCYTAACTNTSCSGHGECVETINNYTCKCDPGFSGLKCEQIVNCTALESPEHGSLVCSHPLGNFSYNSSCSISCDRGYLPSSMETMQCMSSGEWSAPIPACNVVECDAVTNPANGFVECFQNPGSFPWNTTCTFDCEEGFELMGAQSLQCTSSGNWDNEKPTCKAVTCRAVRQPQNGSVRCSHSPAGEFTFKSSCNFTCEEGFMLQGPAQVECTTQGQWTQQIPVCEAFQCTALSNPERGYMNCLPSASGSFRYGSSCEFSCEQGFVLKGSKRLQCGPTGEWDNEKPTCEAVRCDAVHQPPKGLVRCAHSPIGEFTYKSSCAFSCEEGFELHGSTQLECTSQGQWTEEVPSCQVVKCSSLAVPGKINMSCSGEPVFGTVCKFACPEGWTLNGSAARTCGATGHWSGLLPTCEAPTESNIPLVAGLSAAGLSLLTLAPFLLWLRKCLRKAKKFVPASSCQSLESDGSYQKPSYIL
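Read-out: % PE-positive cells | Test system: HUVEC | Doses: One compound dose added by pin transfer | Buffer or medium: EGM-2 over gelatin coat | Signal: Immunofluorescence imaging | Benchmarks: TNF-alpha, DMSO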
Casp6 inh = human caspase-6 inhibitors, primary screen, biochemical, VEID-R110 fluorescence, single point, set 2. P55212. AID 686996, 2013. purified caspase-6, Z-VEID-R110 cleavage fluorescence. 350,000 tested, 0.53% active. inhibition, % at 12.5 µM;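 active = mean inhibition across replicates at least about 35%, with every replicate also reaching that limit, limit read from the data; inconclusive = only one of the two criteria met; inactive = neither criterion met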;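 note: 0% = median of neutral control wells and 100% = no fluorescence left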
Target sequence (P55212 24-179 limits assumed): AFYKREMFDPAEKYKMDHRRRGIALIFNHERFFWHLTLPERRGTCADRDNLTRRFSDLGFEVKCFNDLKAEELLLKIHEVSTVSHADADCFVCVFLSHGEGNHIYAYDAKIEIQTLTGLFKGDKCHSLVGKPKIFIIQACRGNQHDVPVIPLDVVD
Target sequence (P55212 194-293 limits assumed): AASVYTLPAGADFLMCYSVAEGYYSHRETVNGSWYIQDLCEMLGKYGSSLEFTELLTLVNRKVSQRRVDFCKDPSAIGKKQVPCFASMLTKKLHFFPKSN
XiGFP reactiv = activators of inactive X chromosome reactivation, primary screen, imaging, XiGFP fibroblasts, GFP high-content imaging, set 2. AID 743238, 2013. 360,000 tested, 0.055% active. XiGFP mouse fibroblasts, % GFP-positive cells imaging, 3 d; cells co-treated with 5-aza-dC sensitizer; scaled so ellipticine positive control = 100%. activation, % at 7.58 µM;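 active = mean normalized replicate activation at least 10% and every replicate at or above 10%; inconclusive = only one of the two criteria met; inactive = mean below 10% and not all replicates reach 10%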;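 note: 0% = median of on-plate neutral control wells and 100% = ellipticine 6 µM median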
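Material: XiGFP fibroblasts, SV40-immortalized; Buffer or medium: DMEM containing 5-aza-dC; Compound dosing: single point; Times: 3 days compound exposure.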
* hit, by the source's call; ? = inconclusive; / = not tested or not shown; & = joins results of further samples.

SMILES	CFTR F508del cor	GSIS activator	RAD52 anneal inh	RAD54 branch	DENV2 CPE	E-sel inducer	Casp6 inh	XiGFP reactiv
O=C(OCCN1CCOCC1)c1ccc(Cl)cc1Cl	1.3	/	13	-10	2	/	-4	0.0
C[C@@H]1CN([C@@H](C)CO)C(=O)c2cc(NC(=O)Cn3cnnn3)ccc2O[C@@H]1CN(C)S(C)(=O)=O	-1.9	10	-26	-9	2	9.4	0	0.1
CC(=O)c1ccc(N2CCN(C(=O)c3ccc(Cn4c(=S)[nH]c5ccc(N6CCOCC6)cc5c4=O)cc3)CC2)cc1	-0.8	-15	-10	3	-1	0.2	5	0.0
CCN(CC(=O)Nc1ccccc1C(F)(F)F)C(=O)C1CCC1	-3.5	5	4	/	1	3.1	0	0.0
COCCNc1nc(NCc2cc(-c3ccc(OC)cc3)no2)c2sccc2n1	-1.5	-35	22	-10	-12	-0.2	11	0.1
CC(=O)N1N=C(c2ccc([N+](=O)[O-])cc2)CC1c1ccccc1Cl (stereo not drawn)	1.6	-45	-7	-11	-5	-0.1	1	0.0
CCOc1ccc(NS(=O)(=O)c2ccc(C(=O)N3CC(C)OC(C)C3)cc2)cc1 (stereo not drawn)	2.7	-2	-11	-20	-5	?	-2	0.0
COc1ccc(F)cc1C(=O)C1CCCN(Cc2c[nH]c3ccccc23)C1 (stereo not drawn)	1.5	-17	-10	/	8	/	2	0.3
COc1ccc(F)cc1C(=O)C1CCCN(C(=O)CCN2CCCCO2)C1 (stereo not drawn)	2.1	7	8	/	6	-2.6	-1	0.0
Cc1nc2ccccc2nc1OCC(=O)Nc1ccccc1	-0.8	-2	-30	2	/	6.5	1	0.0
NC(=O)NNC(=S)Nc1cccc2ccccc12	-1.0	11	-10	/	-15	-2.2	1	0.3
CN1CCCN(C(=O)CSc2ccccc2)CC1	1.2	31	-8	8	1	/	1	0.0
O=C(Nc1nnc(SCc2ccc(Cl)cc2)s1)c1cnccn1	/	-21	-17	-4	7	-0.1	1	0.1
CCOC(=O)C1=CCN(S(=O)(=O)c2ccccc2Cl)C1c1cccc(Cl)c1 (stereo not drawn)	4.6	-15	-12	-2	-5	-0.1	10	0.2
O=C(NCCC(c1ccccc1)c1ccco1)c1cccs1 (stereo not drawn)	-0.9	-8	-15	-7	-2	0.0	1	0.0
CO[C@H]1CC[C@H]2CCOc3c(C#N)cccc3C(=O)N(C)CCCC(=O)N(C)C[C@@H]1O2	-0.7	22	13	3	1	0.0	-2	0.0
COC(=O)C1=C(C(=O)OC)[C@@H]2N(Cc3ccccc3)c3ccccc3[C@@]23C[C@@H](C(=O)OC)N=C3N1	1.4	-9	-9	-6	17	0.1	2	0.1
CCCN(CC)c1ncnc2[nH]ncc12	1.4	-9	-4	0	-2	1.2	-3	0.2
Cc1nc2ccccn2c1C(=O)N/N=C/c1ccc(F)cc1	-4.3	-5	-11	6	-3	0.1	-2	0.2
C=C(C)COc1ccc(-c2ncnc(C(F)(F)F)c2-c2ccccc2)c(O)c1	1.5	3	-23	-4	4	0.1	1	0.0
COc1ccccc1NC(=O)CSCc1cc(=O)n2c(C)csc2n1	1.3	44	-16	-19	1	0.0	1	0.0
C[C@@H]1CCCCO[C@@H](CN(C)C(=O)c2ccccc2)[C@H](C)CN([C@@H](C)CO)C(=O)c2cc(NS(=O)(=O)c3ccc(Cl)cc3)ccc2O1	-1.8	-6	15	0	-10	0.0	0	0.2
Cc1noc(C)c1S(=O)(=O)Nc1ccc2c(c1)C(=O)N([C@@H](C)CO)C[C@H](C)[C@H](CN(C)C(=O)C1CCCCC1)OCCCC[C@H](C)O2	0.2	-15	16	-3	-15	-0.2	-2	0.0
O=C(OCc1cc(=O)n2c(n1)sc1ccccc12)c1ccc(O)cc1O	0.1	/	-13	/	-2	/	6	?
Cc1cc(C)c(C#N)c(SCC(=O)NC2CC2)n1	/	13	-6	2	/	/	-2	/

(listing goes on)
SMILES	CFTR F508del cor	GSIS activator	RAD52 anneal inh	RAD54 branch	DENV2 CPE	E-sel inducer	Casp6 inh	XiGFP reactiv
COC(=O)[C@H]1[C@H](CO)[C@H]2Cn3c(ccc(C4=CCCCC4)c3=O)[C@H]2N1C(=O)C1CCC1	0.1	11	-15	-4	14	-0.3	0	0.4
c1ccc2c3n(nc2c1)CCCO3	-0.2	7	-16	-3	1	-0.1	-2	0.0
C[C@@H]1CN([C@H](C)CO)C(=O)c2cc(NC(=O)Nc3ccccc3)ccc2O[C@H]1CN(C)S(C)(=O)=O	0.9	23	-3	-7	-15	-0.8	7	-0.1
CCOC(=O)C1(Cc2ccccc2)CCCN(S(=O)(=O)N(C)C)C1 (stereo not drawn)	-9.2	0	-6	-20	-6	/	-10	0.0
Cc1nc2c(C#N)c(-c3ccc(Cl)cc3)ccn2n1	-1.3	13	-17	/	?	/	0	0.2
CC(=C\c1ccccc1)/C=C1/SC(=O)N(CCCC(=O)Nc2ccc(C(=O)O)cc2)C1=O	-4.1	-4	-22	/	0	/	7	0.1
COc1ccc(CCNC(=O)C2CCN(C(=O)c3ccc(Br)cc3)CC2)cc1OC	3.1	-2	-4	11	-6	/	-1	0.0
O=S(=O)(N[C@H]1CC[C@H](CCn2cc(C3(O)CCCC3)nn2)O[C@@H]1CO)c1ccc(Cl)cc1	4.1	-5	-18	2	-7	-1.0	2	-0.1
Cn1ncc(Cl)c1C(=O)N1CCN(c2ccc(F)cc2)CC1	3.1	6	-2	1	50*	0.0	2	1.0
CCC(=O)Nc1ccc2c(c1)C(=O)N(C)C[C@H](OC)[C@@H](C)CN(Cc1ccccc1OC)[C@@H](C)CO2	/	-8	11	3	12	0.0	7	0.1
C[C@H]1CN([C@@H](C)CO)C(=O)Cc2cc(N(C)C)ccc2O[C@@H]1CN(C)S(C)(=O)=O	2.1	22	7	8	-3	-0.1	-2	0.3
O=C(CCC1CCN(Cc2nccs2)CC1)Nc1ccccc1	-3.9	-27	-7	/	-3	-0.3	1	0.0
O=C(NCCc1ccccc1)c1ccc(NC2=NC3CS(=O)(=O)CC3S2)cc1 (stereo not drawn)	2.8	24	-55	3	-3	0.0	1	0.2
CCC(=O)N1CC2(CN[C@@H](CO)c3c2c2ccc(OC)cc2n3C)C1	2.0	8	7	/	8	-0.2	/	0.2
C[C@@H]1CN([C@@H](C)CO)C(=O)c2cc(NC(=O)C3CCCCC3)ccc2O[C@@H](C)CCCCO[C@@H]1CN(C)C(=O)Nc1ccc(C(F)(F)F)cc1	-0.1	11	60*	0	0	-0.1	-2	-0.7
O=C(Nc1nnc(Cc2ccc([N+](=O)[O-])cc2)s1)c1ccc2c(c1)OCO2	-1.8	10	-13	/	-6	7.0	3	0.1
CCOC1=C2[C@@H](CN(S(=O)(=O)c3ccc(C)cc3)[C@H]2c2cccc3ccccc23)[C@H]2C(=O)N(CC)C(=O)[C@H]2C1	0.7	-1	-17	10	1	0.2	0	0.2
C[C@@H]1CN([C@@H](C)CO)C(=O)c2cc(NC(=O)NC3CCCCC3)ccc2O[C@H]1CN(C)S(=O)(=O)c1ccc(Cl)cc1	1.3	4	-6	12	1	18	0	0.3
C[C@@H]1CN([C@H](C)CO)C(=O)CCCn2cc(nn2)CO[C@H]1CN(C)S(=O)(=O)c1ccc(Cl)cc1	-0.9&6.2&-0.8	-6&17	8&-5	-3	?	0.5&-0.1	-3&0	0.2&0.0
CCCC#Cc1cnc2c(c1)C(=O)N([C@H](C)CO)C[C@H](C)[C@@H](CN(C)C(=O)c1ccccc1)O2	-1.2	-4	-1	-4	9	0.2	2	-0.7
O=[N+]([O-])c1cc(O)c2ncccc2c1	-7.0	-5	-17	/	-2	/	47*	0.0
COc1ccc(NC(=O)CN(C)C(=O)CNC(=O)c2sc3ccccc3c2Cl)cc1	3.2	-34	-28	-1	-2	0.0	-127	0.0
Cc1[nH]c2ccc(C(=O)Nc3ccncc3)cc2c1C	0.1	-7	3	-2	-2	-0.2	-12	0.0
C[C@@H]1CN([C@H](C)CO)C(=O)c2cccc(NC(=O)C3CCOCC3)c2O[C@H]1CN(C)C(=O)NC1CCCCC1	2.4	16	-2	6	-2	0.5	-1	-1.1
NC(=O)CSc1nnc(NC(=O)c2cccc(S(=O)(=O)N3CCCCC3)c2)s1	-2.5	15	-18	0	2	0.0	0	0.0

The results go on:
SMILES	CFTR F508del cor	GSIS activator	RAD52 anneal inh	RAD54 branch	DENV2 CPE	E-sel inducer	Casp6 inh	XiGFP reactiv
Cc1ccc(C(=O)NC(Cc2cccc(F)c2)C(=O)O)cc1 (stereo not drawn)	-1.9	6	-11	7	15	0.0	4	-0.1
COc1ccc(CNC(=O)[C@H](Cc2ccccc2)NC(=O)C2CCNCC2)cc1	-1.9	-14	-12	/	-3	-0.2	4	0.0
COc1ccc(-c2nc(NC(=O)c3ccc(OCC(=O)Nc4ccc(F)cc4)c(OC)c3)sc2C)cc1	/	0	/	-5	/	0.0	/	0.1
O=C(NC(=S)Nc1ccccc1)c1cccs1	-3.7	4	-20	4	-7	0.2	1	0.0
COc1ccc(NC(=O)Cn2c(C)cc(=O)c3ccccc32)cc1	-2.0	-14	-10	6	-5	0.0	3	0.4
Cc1ccc2c(c1)NC(=O)C(CC(=O)NCCCN1CCc3ccccc3C1)O2 (stereo not drawn)	2.2	-4	-22	-8	5	/	-5	0.3
COc1ccc(CN(C)C[C@@H]2Oc3c(NC(=O)Nc4ccc5c(c4)OCO5)cccc3C(=O)N([C@@H](C)CO)C[C@H]2C)cc1	-0.7	-11	1	3	10	0.1	0	0.6
CN(C)C(=O)C[C@H]1CC[C@@H](NC(=O)C2CCOCC2)[C@@H](CO)O1	3.3	7	8	2	-3	-0.1	2	-0.1

From PubChem BioAssay
